Rac1 GTP hydrolysis = MgcRacGAP GTPase-activating activity inhibitors, confirmation, biochemical, ADP Hunter fluorescence. MgcRacGAP-stimulated Rac1 GTP hydrolysis, ADP Hunter fluorescence; higher % means a stronger effect; GST-tagged Rac1 F28L mutant substrate. hit rate 0.6% among 340,000. AID 624330. inhibition, % at 30 µM, or IC50 in µM where a hit was titrated;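 active = first-screen hits whose inhibition reached a set limit at any dose in the follow-up dose series; inconclusive = inhibition above the set first-screen limit but never retested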;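 also: fluorescence reports GDP produced by GAP-driven GTP hydrolysis; strong numbers were not always called active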
SV40 large T antigen = TAg ATPase/helicase activity blockers – biochemical (AID 1903); hit rate 0.39% among 310,000; inhibition, % at 20 µM; hits with a dose series show IC50 in µM; SV40 large T antigen ATPase/helicase inhibition assay; higher % means a stronger effect; in the data active = a potency from the dose series; inconclusive = inhibition mostly from about 32% at the one dose, without a potency; inactive = the rest, 99 in 100 with inhibition below about 32%; also: strong numbers were not always called active
Hep lipid drop = modulators of hepatic lipid droplet formation | AML12 mouse hepatocytes, oleate lipid droplets, BODIPY imaging | inhibition, % at 6.5 µM | hit rate 0.4% among 240,000 | AID 1656;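 active = lipid droplet intensity inhibited by at least 50%, with more than 500 cells counted; inconclusive = wells with under 300 cells, treated as cytotoxic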
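Assay system: AML12 hepatocytes (mouse) / Also added: 100 µM oleic acid challenge / Times: overnight treatment with compound plus oleate / Detection: high-content imaging of BODIPY-stained droplets and DAPI nuclei / Evaluation: % inhibition of lipid droplet signal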
GPR55 LPI antagonism = GPR55 antagonists blocking LPI-driven arrestin recruitment, primary screen, imaging, U2OS, beta-arrestin-GFP, LPI agonist (AID 2013); inhibition, % at 10 µM; hits with a dose series show IC50 in µM; hit rate 0.13% among 290,000; U2OS GPR55 beta-arrestin-GFP translocation imaging, LPI antagonism; higher % means a stronger effect;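 active = spots per cell inhibited over 60%, with over 100 cells counted and total cytoplasm intensity under 500,000; inconclusive = wells with under 100 cells, flagged as likely toxic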;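 also: U2OS cells stably carrying GPR55 and arrestin-GFP stimulated by 5 µM LPI near EC80; imaged beta-arrestin-GFP aggregate spots per cell after agonist stimulation; plate controls were LPI-stimulated DMSO wells for no effect and DMSO wells without LPI for full effect; some results filed as inactive read as strong as hits; confirmed hits need IC50 under 10 µM and bright autofluorescent wells are also inconclusive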
LYP phosphatase = inhibitors of LYP phosphatase, biochemical, fluorescence intensity, uHTS (AID 1779) | hit rate 0.054% among 290,000 | recombinant LYP phosphatase, fluorescence intensity; higher % means a stronger effect | one-dose inhibition, % at 11.5 µM; IC50 in µM for titrated hits; in the data active = inhibition above about 50%;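 also: plate controls were vehicle with enzyme for no effect and no enzyme for full effect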
T cell HTS = T cell immune modulators affecting CD8 T cell-vesicle binding; 2C CD8+ T cell-vesicle binding, flow cytometry; hits give low values; calls only at 7 µM; hit rate 0.068% among 330,000;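 active = response, share of CD8 T cells binding vesicles, and their 90th percentile fluorescence all below set limits, cut at about 80% in these data, passing the limit was not always enough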
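Material: murine 2C transgenic CD8+ T lymphocytes / Also added: QL9-peptide-loaded Drosophila micro-vesicles bearing Ld, ICAM-1 and B7-1 / Schedule: binding step 1.5 h, 37 °C, antibody labelling 20 min, ice / Signal: flow cytometry, PE anti-B7-1 (FL2) versus Alexa647 anti-CD8 (FL8), PFA-fixed / Evaluation: percent CD8+ FL2 mean versus row control / Benchmarks: naked versus QL9-loaded vesicles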
GPR55 beta-arrestin = selective activators of receptor GPR55 – imaging, U2OS cells, beta-arrestin-GFP redistribution, primary screen (AID 1961) | U2OS GPR55 beta-arrestin-GFP redistribution imaging; higher % means a stronger effect | one-dose activation, % at 10 µM; EC50 in µM for titrated hits | hit rate 0.048% among 290,000;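 active = activation above 40% with more than 50 cells counted in the well; inconclusive = wells holding fewer than 50 cells, flagged as toxic or sparse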;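 also: U2OS osteosarcoma cells stably expressing GPR55 and beta-arrestin-GFP; plate controls were DMSO negative control for no effect and LPI positive control for full effect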
GPR35 arrestin U2OS = inhibition of zaprinast-stimulated GPR35 beta-arrestin translocation – imaging, U2OS, beta-arrestin-GFP, zaprinast agonist, primary screen (AID 2058). hit rate 0.052% among 290,000. U2OS GPR35 beta-arrestin-GFP translocation imaging, zaprinast antagonism; higher % means a stronger effect. one-dose inhibition, % at 10 µM; IC50 in µM for titrated hits;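 active = inhibition of at least 50% with at least 30 cells and total cytoplasm GFP at most 10,000,000; inconclusive = under 30 cells or total GFP of 10,000,000 plus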
NTR1 agonist = NTR1-driven beta-arrestin-GFP spot formation – imaging, U2OS cells, high content, primary screen (AID 493036); hit rate 0.17% among 330,000; agonist mode; P30989; activation, % at 20 µM;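 active = activation at or above 40% of the spot to cytoplasm intensity ratio, with at least 20 cells analyzed; inconclusive = wells under 20 cells, flagged as cytotoxic or low count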;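 also: 0% = DMSO without peptide and 100% = 100 nM NTR1 peptide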
Target sequence (P30989 whole entry, looked up): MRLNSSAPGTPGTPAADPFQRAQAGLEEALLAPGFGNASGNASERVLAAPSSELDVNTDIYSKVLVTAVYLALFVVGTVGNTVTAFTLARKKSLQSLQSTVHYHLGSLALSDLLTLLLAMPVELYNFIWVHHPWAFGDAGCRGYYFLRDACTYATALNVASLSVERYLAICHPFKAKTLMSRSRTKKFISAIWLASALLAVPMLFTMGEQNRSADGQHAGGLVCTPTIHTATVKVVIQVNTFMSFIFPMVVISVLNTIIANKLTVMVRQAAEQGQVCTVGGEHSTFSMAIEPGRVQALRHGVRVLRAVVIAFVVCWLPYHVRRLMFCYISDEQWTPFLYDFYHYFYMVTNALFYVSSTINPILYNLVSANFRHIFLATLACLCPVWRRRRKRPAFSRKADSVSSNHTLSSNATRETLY
Hep lipid drop cells 6.5 µM = further read-out of Hep lipid drop, marked with its call; cell count; measured here: cell count, cytotoxicity flag;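 cells counted across two imaged fields per well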
T cell HTS vesicle-bound % = recorded beside T cell HTS, whose call it bears; double positive events, %; measured here: CD8+ vesicle-bound cell fraction;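 binding gate set so that unloaded-vesicle control wells show 10% double positive cells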
NTR1 agonist cell count 20 µM = further read-out of NTR1 agonist, marked with its call; cell count; measured here: cell count, cytotoxicity flag
* marks the source's active call; other numbers are inactive results; i = inactive; ? = inconclusive; · = not tested or not shown. Outcome played no part in choosing rows; any-hit rate near 1.8%.

SMILES	Rac1 GTP hydrolysis	SV40 large T antigen	Hep lipid drop	Hep lipid drop cells 6.5 µM	GPR55 LPI antagonism	LYP phosphatase	T cell HTS	T cell HTS vesicle-bound %	GPR55 beta-arrestin	GPR35 arrestin U2OS	NTR1 agonist	NTR1 agonist cell count 20 µM
Cc1cccc(-c2nnc3n2N=C(c2ccc(Br)cc2)CS3)c1	·	·	·	·	-3%	-5%	i	41	-0.2%	-6%	5.8	83
CN(C(=O)Nc1cccc(C(F)(F)F)c1)C1CCCCC1	8%	3%	2	723	6%	2%	i	27	-0.1%	13%	1.0	53
O=[N+]([O-])c1cc(Cl)ccc1NCCNc1ncc(C(F)(F)F)cc1Cl	9%	4%	52*	710*	6%	7%	i	50	-0.1%	-3%	4.6	65
CC(C)NC(=O)[C@H](CSCc1ccccc1)N1Cc2ccccc2C1=O	6%	6%	-11	751	-5%	0%	i	43	-0.3%	-6%	-2.3	51
COC(=O)c1scc(S(=O)(=O)C(C)(C)C)c1-n1cccc1	13%	6%	2	745	-13%	-10%	i	54	-0.3%	-16%	0.5	48
O=C(N/N=C/c1coc2ccc(Cl)cc2c1=O)c1ccc(O)cc1	10%	16%	1	806	10%	-4%	i	68	0.5%	-1%	1.5	62
COc1ccc2oc(C(=O)OCC(=O)N3CCN(S(=O)(=O)c4ccccc4)CC3)c(C)c2c1	10%	16%	·	·	·	·	i	33	·	·	2.7	48
O=C(CN1CCC(n2nnc3ccccc32)CC1)Nc1ccc2c(c1)CCC2	2%	14%	1	660	-1%	-12%	i	60	-0.2%	-6%	0.9	86
COc1ccc(C(C)(C)C)cc1NC(=O)Cn1cnnn1	1%	23%	-6	663	-1%	-7%	i	17	0.7%	-5%	-0.6	35
O=C(CN1C(=O)/C(=C/c2cccc(Br)c2)SC1=S)NC1=NCCS1	8%	8%	9	665	3%	5%	i	62	-0.1%	-19%	3.4	66
Cc1ccc(C2(C)NC(=O)N(CC(=O)NNC(=O)c3cc(C)oc3C)C2=O)cc1 (centres undefined)	6%	2%	·	·	·	·	i	52	·	·	-0.2	45
CC(C)=N/N=C(/c1ccc([N+](=O)[O-])cc1)C12CN3CN(CN(C3)C1)C2	-4%	10%	8	717	12%	-8%	i	54	0.9%	3%	0.4	93
COc1ccccc1C(=O)NC(=O)Nc1c(C)cc(C)cc1C	5%	23%	-16	751	4%	-5%	i	51	0.3%	-5%	-0.7	91
CC(C)N(C(=O)CSc1nc(COc2ccccc2)nc2ccccc12)C(C)C	3%	2%	-14	712	-3%	8%	i	4	0.7%	-15%	7.4	24
COc1ccc(OC)c(S(=O)(=O)n2cccn2)c1	0%	9%	·	·	1%	-9%	i	8	0.2%	5%	-1.1	71
O=C(CCc1nnc2ccc(N3CCCC3)nn12)Nc1cc(F)ccc1F	4%	-3%	-12	730	4%	-10%	i	7	0.3%	20%	2.7	69
CCN(C(=O)CSc1nnc(-c2ccc(Cl)cc2)n1C)C1CCS(=O)(=O)C1 (centres undefined)	5%	3%	11	738	9%	-7%	i	53	-0.2%	-15%	4.8	10
CC(C)CC1NC(=O)N(CC(=O)Nc2ccccc2-c2ccccc2)C1=O (centres undefined)	0%	23%	-22	809	-14%	-5%	i	44	-0.3%	23%	-1.0	47
COc1c(C)cc(C(=O)C2CCCN(Cc3c(C)n(C)n(-c4ccccc4)c3=O)C2)cc1C (centres undefined)	·	8%	-6	679	14%	-4%	i	45	0.0%	-2%	0.0	37
Cc1cc(NC(=O)Nc2ccccc2[N+](=O)[O-])no1	2%	-1%	3	630	-1%	-3%	i	45	-0.1%	-8%	-0.7	26
O=C(O)C(c1ccccc1)N1C(=O)/C(=C\c2ccc(-c3cccc(Cl)c3)o2)SC1=S (centres undefined)	19%	22%	-4	805	0%	-2%	i	49	0.6%	-15%	-0.4	84
COc1ccc(CCn2nnc(-c3ccc(NC(C)=O)c(Cl)c3)n2)cc1	3%	5%	19	761	4%	1%	i	19	-0.4%	6%	-1.7	98
Oc1c(Br)cc(Br)c(/C=N/n2c(-c3ccccc3)n[nH]c2=S)c1Br	?	28µM*	-1	853	-9%	5%	i	40	-0.2%	0%	1.5	45
Cc1ccc(N2CC(C(=O)N3CCOCC3)CC2=O)cc1C (centres undefined)	3%	-5%	-4	807	-2%	-9%	i	16	0.0%	12%	-1.6	59
Cc1ccc([C@@H]2C[C@H]3CN(Cc4cccc(Cl)c4)C(=O)[C@]34CCCN24)o1	6%	11%	-36	674	-1%	-2%	i	29	-0.2%	0%	1.3	54
CCOc1ccc(N2C=Nc3ccc(OCC)cc3C2)cc1	27%	8%	-1	791	1%	-6%	i	58	-0.1%	4%	3.1	86
Cc1nc(/C(N)=N/OC(=O)c2cccc(Cl)c2)c(C(F)(F)F)o1	8%	6%	-7	726	9%	-8%	i	14	-0.1%	4%	1.3	52
Cc1ccc2[nH]c3c(=O)n(CCCN4CCOCC4)cnc3c2c1	4%	5%	5	831	20%	-7%	i	55	-0.1%	11%	-0.8	76
O=C(NCc1ccc2c(c1)OCO2)c1ccc2c(c1)C(=O)N(Cc1cccnc1)C2=O	1%	-2%	-2	675	4%	-4%	i	13	-0.1%	8%	0.4	75
OC1COC(OCC2OC(OCc3ccccc3)C(O)C(O)C2O)C(O)C1O (centres undefined)	12%	18%	-10	668	5%	2%	i	58	-0.2%	-5%	-2.0	108
C/C=C/C(=O)Nc1ccccc1Br	2%	23%	19	783	7%	3%	·	·	-0.2%	5%	0.5	46
CCOC(=O)c1ccccc1NC(=O)COC(=O)CSCC(=O)Nc1cc(C)on1	7%	6%	·	·	·	·	i	27	·	·	4.0	51
c1ccc2c(c1)OCCOCCOc1ccccc1OCCOCCO2	4%	24%	-8	758	7%	-11%	i	11	0.4%	9%	0.7	58
CSCCC(NS(=O)(=O)/C=C/c1ccccc1)C(=O)O (centres undefined)	6%	5%	3	699	-4%	0%	i	51	0.6%	18%	0.3	57
CN1CCC/C1=C1/C(=O)N(c2ccccc2)N=C1NC(=O)Nc1cccc(Cl)c1	12%	19%	20	701	-4%	-4%	i	33	-0.7%	-5%	0.2	48
O=C(OCc1nc2ccccc2s1)c1ccccc1O	2%	4%	46	695	8%	0%	i	5	-0.4%	-12%	4.2	47
Cn1c(=O)c2ccccc2n2c(CCl)nnc12	0%	6%	-6	751	6%	-11%	i	48	-0.2%	1%	0.3	41
CCC(=O)Nc1ccc(C(=O)OCc2ccccc2)cc1	6%	7%	2	676	-5%	-8%	i	27	-0.2%	12%	1.6	56
COc1cccc(C(=O)/C=C/c2ccc(N3CCCCC3)c([N+](=O)[O-])c2)c1	9%	9%	18	673	30%	3%	i	28	6.0%	19%	9.6	46
Cc1cc(NS(=O)(=O)c2ccc(NC(=O)CSc3nc4ncccc4[nH]3)cc2)nc(C)n1	8%	5%	-14	651	4%	2%	i	55	-0.2%	-11%	0.9	59
Cn1cc(/C=C2\SC(=O)N(c3ccc(O)cc3)C2=O)c2ccccc21	11%	18%	-15	654	-2%	4%	i	40	-0.3%	2%	25	39
O=C(c1cc(-c2ccccc2Cl)nc2ccccc12)N1CCC1	6%	8%	·	·	·	·	i	54	·	·	-0.2	57
CS(=O)(=O)N1CCN(C(=O)c2cccnc2)CC1	0%	-1%	·	·	5%	-8%	i	9	-0.2%	-5%	-0.9	57
COc1ccccc1C(C)Nc1nc(-c2cccnc2)nc2ccccc12 (centres undefined)	8%	14%	-6	734	36%	-3%	i	46	-0.2%	8%	9.9	42
Cc1ccc(NC(=O)c2ccccc2)cc1-n1cnnn1	6%	0%	4	714	15%	-11%	i	57	0.3%	0%	-0.5	55
COc1cccc2[nH]c(=O)c(-c3ccccc3)cc12	4%	3%	·	·	-9%	-10%	i	15	0.3%	-3%	1.1	78
O=C(CSc1nc(-c2ccccc2)nc2c1Cc1ccccc1O2)Nc1ccccc1	·	8%	·	·	-2%	-10%	i	16	-0.1%	9%	-0.9	101
COC(=O)C(C)Oc1cc(OC(C)C(=O)OC)c2c(-c3ccccc3)cc(=O)oc2c1 (centres undefined)	3%	3%	-14	841	1%	1%	i	24	0.0%	-14%	9.3	38
C=C(C)CSc1nc(N)cc(=O)[nH]1	7%	9%	·	·	4%	-10%	i	34	-0.2%	12%	-1.7	34
CC(C)/C=N/Nc1nc(-c2ccc(Br)cc2)cs1	-9%	0%	22	750	-10%	-5%	i	44	-0.2%	0%	6.3	40
COc1ccccc1C1CN=NC12CCCc1ccccc1C2=O (centres undefined)	-4%	1%	·	·	13%	-1%	i	46	-0.1%	5%	1.6	64
COCCNc1oc(-c2ccc(F)cc2)nc1C#N	14%	2%	·	·	1%	-5%	i	36	0.5%	-4%	0.9	39
COC(=O)Cn1c(CN2CCN(c3ccc(F)cc3)CC2)nc2c1c(=O)n(C)c(=O)n2C	6%	4%	·	·	6%	-6%	i	20	-0.2%	-8%	1.6	59
Cc1cccc(NC(=O)CSc2nnc(C3CC3)n2CC2CCCO2)c1C (centres undefined)	3%	3%	4	764	15%	-12%	i	38	0.2%	1%	0.0	44
CNC(=S)N/N=C(\C)c1ccc(Cl)c(Cl)c1	5%	-5%	22	669	-10%	2%	i	43	0.2%	2%	2.8	49
Cc1nc(SCC(=O)NNC(=O)c2cccs2)[nH]c(=O)c1C	5%	6%	-3	642	4%	-5%	i	60	-1.0%	5%	0.1	39
O=[N+]([O-])c1ccc(C2OCCO2)cc1CS(=O)(=O)c1ccccc1	8%	10%	-26	710	-1%	-3%	i	38	0.4%	2%	1.8	29

Source: PubChem
